High-throughput results from PubChem.
TROY NFkB inh: inhibitors of TROY-driven NF-kB signaling, primary screen, Q293 LMP1-TROYcd cells, NF-kB luciferase, uHTS. Q293 LMP1-TROYcd NF-kB luciferase reporter, 4 h. inhibition, % at 10 µM. 360,000 tested, 0.98% active. AID 1347056, 2019;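 active = compounds whose plate-normalised and pattern-corrected inhibition of the luciferase reporter signal at the single screening dose is 50% or more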
NR5A2 inv ag: LRH-1 (NR5A2) inverse agonists, primary screen, cell-based, luminescence, HEK293T, StAR-luciferase reporter. Nuclear receptor subfamily 5 group A member 2 (Homo sapiens), O00482. LRH-1 transfected, 24 h. 360,000 tested, 0.13% active. inhibition, % at 3.6 µM;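 active = inhibition above the mean inhibition of all tested compounds plus 3 SD, cut at about 73% in these data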;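 also: 0% = DMSO wells and 100% = reporter-only cells lacking LRH-1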
Shn3 3UTR inh: reduction of Shn3 3'UTR firefly luciferase signal, primary screen, Schnurri-3 inhibitor project, cell-based, Clone20 osteoblasts, set 2 | 360,000 tested, 0.52% active | Clone20 osteoblast Shn3 3'UTR firefly luciferase, 24 h | inhibition, % at 12.5 µM;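 active = mean inhibition of at least 75% with every replicate also reaching 75%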;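 also: 0% = median of neutral control wells and 100% = pilot-screen positive control compound; some compounds past the cut are filed as inactive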
NCOA1 inh: SRC1 coactivator transcriptional activity inhibitors, primary screen, cell-based, luminescence; Nuclear receptor coactivator 1 (Homo sapiens), Q15788; HEK293 GAL4-SRC1 luciferase reporter; inhibition, % at 3.6 µM; 360,000 tested, 0.12% active; AID 588354, 2011;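 active = inhibition above the campaign mean plus 3 SD, with each screening campaign given its own cutoff, cut at about 60% in these data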;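 also: 0% = DMSO treated cells and 100% = gossypol at 36 µM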
EBV LMP1 NFkB: EBV LMP1-driven NF-kappaB luciferase reporter inhibitors, primary screen, cell-based, luminescence, single point. LMP1-induced NF-kappaB luciferase reporter cells. inhibition, % at 12.5 µM. 350,000 tested, 0.69% active. AID 504558, 2011; in the data active = inhibition above about 41%;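 also: 0% = neutral control wells and 100% = reference inhibitor control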
TWEAK-Fn14 inh: inhibitors of TWEAK-Fn14 signaling, primary screen, luciferase reporter cells, uHTS; inhibition, % at 10 µM; TWEAK-stimulated Fn14 reporter cells, luciferase luminescence, 8 h; 360,000 tested, 2% active; in the data active = inhibition above about 50%
C8 TRAIL sens: viability loss with TRAIL in NB7+C8 cells, primary screen, TRAIL sensitizer project, cell-based, ATPlite luminescence; inhibition (viability loss, TRAIL sensitization), % at 10 µM; 360,000 tested, 1% active; AID 624354, 2012;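 active = compounds causing at least 50% loss of cell viability in the single-dose screen, relative to plate controls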
SRC3 inh: SRC3 coactivator transcriptional activity inhibitors, primary screen, cell-based, luminescence. 360,000 tested, 0.17% active. inhibition, % at 3.6 µM. AID 588352, 2011. Nuclear receptor coactivator 3 (Homo sapiens), Q9Y6Q9. HEK293 GAL4-SRC3 luciferase reporter;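 active = inhibition above a per-campaign cutoff, the mean of all compounds plus 3 SD, cut at about 60% in these data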;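 also: 0% = DMSO-treated cells and 100% = gossypol-treated cells at 36 µM; higher means less SRC3-driven luciferase light from the GAL4 reporter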
Target sequence (Q9Y6Q9 whole entry, looked up, the tested form may be a part): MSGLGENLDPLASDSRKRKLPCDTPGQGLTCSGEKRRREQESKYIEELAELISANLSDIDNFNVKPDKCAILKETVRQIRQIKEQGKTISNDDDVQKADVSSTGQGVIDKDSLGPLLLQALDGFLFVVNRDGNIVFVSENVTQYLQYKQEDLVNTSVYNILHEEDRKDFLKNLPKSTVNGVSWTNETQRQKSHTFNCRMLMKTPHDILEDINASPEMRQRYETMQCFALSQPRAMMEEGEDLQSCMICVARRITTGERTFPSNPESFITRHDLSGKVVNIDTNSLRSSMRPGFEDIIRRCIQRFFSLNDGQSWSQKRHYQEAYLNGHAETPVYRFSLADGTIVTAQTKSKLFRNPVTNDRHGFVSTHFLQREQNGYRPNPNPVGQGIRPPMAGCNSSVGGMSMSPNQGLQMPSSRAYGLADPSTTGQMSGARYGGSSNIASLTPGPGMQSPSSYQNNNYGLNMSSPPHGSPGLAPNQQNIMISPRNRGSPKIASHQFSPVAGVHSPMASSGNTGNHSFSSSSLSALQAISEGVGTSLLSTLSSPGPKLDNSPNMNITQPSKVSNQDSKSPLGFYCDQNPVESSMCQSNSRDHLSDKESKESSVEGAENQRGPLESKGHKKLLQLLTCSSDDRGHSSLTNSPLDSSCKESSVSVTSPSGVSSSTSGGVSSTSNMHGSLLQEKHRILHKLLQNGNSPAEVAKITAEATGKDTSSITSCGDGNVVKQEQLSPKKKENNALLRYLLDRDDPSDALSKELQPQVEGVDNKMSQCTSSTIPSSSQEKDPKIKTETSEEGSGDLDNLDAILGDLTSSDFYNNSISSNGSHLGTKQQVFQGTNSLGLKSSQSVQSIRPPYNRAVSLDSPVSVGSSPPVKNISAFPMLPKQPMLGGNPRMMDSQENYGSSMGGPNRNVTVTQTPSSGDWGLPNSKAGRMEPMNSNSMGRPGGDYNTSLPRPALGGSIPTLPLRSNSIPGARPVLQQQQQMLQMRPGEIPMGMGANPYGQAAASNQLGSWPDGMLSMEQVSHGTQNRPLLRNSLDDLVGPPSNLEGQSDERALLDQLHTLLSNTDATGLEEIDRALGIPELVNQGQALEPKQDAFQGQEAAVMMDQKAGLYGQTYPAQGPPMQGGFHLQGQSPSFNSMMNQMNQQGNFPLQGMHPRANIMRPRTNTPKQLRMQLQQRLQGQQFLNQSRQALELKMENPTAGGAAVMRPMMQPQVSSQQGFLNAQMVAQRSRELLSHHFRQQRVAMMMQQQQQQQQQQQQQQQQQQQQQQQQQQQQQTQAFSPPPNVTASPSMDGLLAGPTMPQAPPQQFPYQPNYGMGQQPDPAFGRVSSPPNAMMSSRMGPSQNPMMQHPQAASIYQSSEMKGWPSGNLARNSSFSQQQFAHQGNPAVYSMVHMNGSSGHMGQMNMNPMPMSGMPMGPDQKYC
NR2F2 inh: NR2F2 transcriptional activity inhibitors, primary screen, cell-based, luciferase reporter, HEK293T, luminescence. 370,000 tested, 0.7% active. HEK293T NGFI-A luciferase reporter. COUP transcription factor 2 (Homo sapiens), P24468. inhibition, % at 8.6 µM;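 active = inhibition above a per-plate cutoff, mean inhibition of test wells between control levels plus 3 SD, cut at about 38% in these data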;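 also: cells cotransfected with COUP-TFII expression vector driving the NGFI-A reporter; 0% = median of COUP-TF2 test wells and 100% = reporter-only cells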
CF NFkB inh: inhibitors of PAF-induced NF-kB signaling, primary screen, cell-based, GFP fluorescence, uHTS | KKLEB NF-kB-GFP reporter, GFP fluorescence overnight | inhibition, % at 5 µM | 360,000 tested, 0.86% active | AID 588850, 2011;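 active = at least 50% inhibition at 5 µM, scaled per plate between neutral and stimulator controls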;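 also: PAF is a Pseudomonas aeruginosa culture filtrate used as stimulus; plate controls were PAF-stimulated DMSO wells for no effect and unstimulated DMSO wells for full effect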
KKLEB cytotox: cytotoxicity in KKLEB CF airway cells, primary screen, cytotoxicity control for CF NF-kB inhibitor project, cell-based, uHTS, fluorescence assay plates. activity change (cytotoxicity), % at 5 µM. 360,000 tested, 0.36% active. KKLEB CF airway cells viability, ATPlite luminescence, overnight; stronger effect = lower value; cells stimulated with P. aeruginosa culture filtrate;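 active = corrected activity change at or below -50% at 5 µM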
The depositor's hits bear a star; x = no result given. The list is partial; rates above refer to the full screens.

SMILES	TROY NFkB inh	NR5A2 inv ag	Shn3 3UTR inh	NCOA1 inh	EBV LMP1 NFkB	TWEAK-Fn14 inh	C8 TRAIL sens	SRC3 inh	NR2F2 inh	CF NFkB inh	KKLEB cytotox
C/C(=N\NC(=O)COc1ccccc1)c1ccc(O)cc1	-12	3	-8	7	-15	-47	-5	18	-9	-7	0
CCOC(=O)C1=C(COC(=O)/C=C/c2ccc([N+](=O)[O-])cc2)NC(=O)NC1C (stereo not given)	7	13	-13	9	24	21	1	5	9	-15	1
CSc1nsc(SCC(=O)Nc2cccc(C(C)=O)c2)n1	-4	-13	-5	-8	-15	-12	-4	1	18	13	-18
NC(=O)c1ncn([C@@H]2O[C@H](CN=C3NS(=O)(=O)c4ccccc43)[C@@H](O)[C@H]2O)n1	3	11	9	-2	-6	-3	0	-13	4	-1	-4
CCOc1ccc(-c2cc(C(=O)NCc3cc(OC)cc(OC)c3)[nH]n2)c(C)c1	15	9	12	-5	x	-1	-26	-8	12	-24	0
Cc1c(NC(=O)C(C)OC(=O)c2sc3ccccc3c2Cl)c(=O)n(-c2ccccc2)n1C (stereo not given)	3	4	-4	2	-4	3	4	-3	4	-10	1
Cc1ccc(S(=O)(=O)CCC(=O)OCc2nnc(-c3ccccc3)o2)cc1	-6	10	-9	12	6	-16	-2	-6	-1	-2	10
CN=C1c2cc3c(Br)c(OC)ccc3n2CCN1C	-7	-4	0	4	-19	-3	7	-20	3	-18	10
CCc1ccc(N2CC(C(=O)OCC(=O)Nc3cc(C)on3)CC2=O)cc1 (stereo not given)	-5	-7	-55	-11	2	-12	-12	5	-5	5	4
Cc1cccc(NS(=O)(=O)c2ccc(C(=O)NCC(C)(C)N3CCOCC3)cc2)c1C	17	-9	13	15	6	-9	14	23	28	-34	1
O=C(O)[C@@H](O)c1ccccc1	8	3	-10	10	-8	-5	-13	-1	11	-14	-9
COc1ccc(N2CCN(C(=O)CNC(=O)Cc3ccccc3)CC2)cc1	-8	26	6	19	6	0	1	6	2	29	-9
COc1ccc(OC(C)C(=O)N2CCN(c3ccccn3)CC2)cc1 (stereo not given)	-1	15	0	-17	-4	-8	-10	-17	-10	0	6
Cc1ccc(S(=O)(=O)NCc2ccccn2)cc1C	13	-7	-4	-10	4	5	-3	3	10	-2	-1
CCCOc1ccccc1N/C(=N/c1nc(C)cc(C)n1)NC(=O)COc1ccc(OC)cc1	18	2	91*	-7	24	53*	20	-1	-6	13	-21
Cc1c(CNCCc2ccccc2Cl)c(C(=O)O)c(C)n1-c1ccccc1	4	-3	-10	12	17	22	-9	-2	-24	-10	6
CCOc1ccccc1C(=O)NCCN1CCC(n2c(=O)[nH]c3ccccc32)CC1	26	20	x	x	x	-3	18	x	2	x	x
Cc1cc(Br)ccc1NC(=O)CN(C)C(=O)C1CCN(C(=O)c2ccc(Cl)cc2)CC1	7	14	17	-21	4	-2	2	-11	-10	1	0
CNc1sc(C(=O)c2ccccc2F)c(N)c1-c1nc2ccccc2s1	-5	-9	-22	-30	-46	4	0	-39	11	-10	10
CCNC(=S)N/N=C/c1c(Cl)cccc1Cl	-12	-30	3	-17	14	0	-9	10	3	-1	11
COc1cc2nc(=S)n3[nH]c(CCn4nc(C)cc4C)nc3c2cc1OC	5	1	18	1	2	-1	11	-18	20	1	-3
CCO/C=C1\C(=O)N(c2ccccc2)C(=O)c2ccccc21	-12	14	-7	1	-2	-32	-5	12	x	-2	-1
COc1ccc(C2SCCN2C(=S)Nc2ccc(Cl)cc2)cc1 (stereo not given)	-14	11	36	-4	-6	5	-1	-4	-2	20	-2
O=C1CC(C(=O)N2CCc3ccccc32)CN1c1ccccc1 (stereo not given)	-6	4	1	-5	-2	17	7	-5	-20	-12	-1
Cc1cccc(NC(=O)c2ccccc2NC(=O)Cc2ccccc2)c1C	6	13	24	-8	-3	0	-8	17	6	2	-9
CCSc1ccccc1C(=O)Nc1cc(C)on1	-5	18	10	-9	17	14	6	-2	8	4	1
Cc1ccc(NC(=O)CCC(=O)NNC(=O)COc2ccc([N+](=O)[O-])cc2)c(C)c1	20	8	6	-11	-4	5	7	9	-2	-44	22
Fc1cnc(N2CCN(c3ccccc3)CC2)nc1N1CCN(c2ccccc2)CC1	11	-2	46	-6	15	44	21	3	8	-9	4
c1ccc(C[n+]2ccc3ccccc3c2)cc1	-9	4	3	10	4	14	0	19	0	12	5
Cc1[nH]n(-c2cccc([N+](=O)[O-])c2)c(=O)c1-c1ccccc1	24	-27	4	0	-1	-10	1	19	9	21	3
O=C(Nc1ccc(S(=O)(=O)Nc2nccs2)cc1)c1cc(=O)[nH]c2ccccc12	0	4	6	-2	-3	0	6	-2	21	-15	8
CCCCN1C(=O)C(CC(=O)NCCN2CCOCC2)CC(C(=O)N(C)C)=C1C (stereo not given)	1	-24	1	0	-1	-5	3	4	6	10	-11
CCN(C(=O)CSc1ncccn1)c1cccc2ccccc12	11	17	2	-4	-1	3	-8	3	5	-5	11
O=C(CSCc1cnn(-c2ccccc2)c1-n1cccc1)NCc1ccccn1	-9	-2	19	-6	-6	-9	1	11	15	8	8
C=CCC1NS(=O)(=O)OC2CCCCC12 (stereo not given)	-23	21	-26	1	6	9	-15	8	-1	-21	8
COc1ccc(-c2n[nH]c(=S)n2-c2ccc(C)cc2C)cc1	-14	4	3	-3	-4	3	-22	-7	15	0	5
O=C(CSc1nc2ccccc2s1)NNC(=S)Nc1ccc(Br)cc1	16	2	-18	-1	-6	3	-1	-5	-4	6	0
c1cn2c(-c3ccc(N4CCOCC4)cc3)cncc2n1	10	-17	-11	-2	x	-4	-6	-11	-16	27	-10
CCN(CC)CCCn1c2c(c(SCC(=O)Nc3cccc(C)c3C)nc1=O)CCC2	-10	-41	-5	0	-29	5	10	-42	-5	4	-20
O=C(Nc1ccc(Cl)cc1C(=O)O)c1ccc2c(c1)C(=O)N(Cc1ccco1)C2=O	22	-1	-13	-17	2	-13	-3	5	11	-3	7
CN1CCN(c2ncnc3c2ncn3[C@H]2CN(Cc3ccc(C(=O)O)cc3)C[C@@H](CO)O2)CC1	-17	-13	-12	-8	x	1	-2	0	15	-29	4
COc1cc(C(=O)NCc2ccc(-n3cccc3)cc2)cc(OC)c1OC	11	-8	13	20	-2	-10	-1	17	x	0	-20
O=C(O)c1cc(NC(=O)c2ccco2)cc(NC(=O)c2ccco2)c1	-12	-12	12	-76	2	20	2	17	0	9	-7
C/C(=N\NC(=O)c1ccccc1OCc1ccc(F)cc1)c1ccccn1	-9	21	93*	13	16	-131	22	32	-9	-5	-12
COc1ccc(OCCCC(=O)Nc2ccc3c(c2)OCCO3)cc1	27	-20	-9	-45	-10	11	-14	0	-7	5	-5
Cc1cccc(NC(=O)C(C)SCc2nc3sc4c(c3c(=O)[nH]2)CCCC4)n1 (stereo not given)	4	3	-11	-20	0	27	2	-24	5	4	-7
O=C(O)c1cn(-c2ccccc2)nc1-c1ccc(Cl)cc1	8	18	3	-14	-7	13	-3	8	-28	11	-8
COC(=O)c1cc(NC(=O)CSC2=NCCS2)cc(C(=O)OC)c1	-3	4	1	-1	-1	-11	-4	7	35	-2	9
Cc1c(Cl)c(C(F)(F)F)nn1CC(=O)NCc1ccco1	2	1	-16	-14	4	3	2	7	17	-10	14
CC(C)NC(=O)Nc1cccc(Cl)c1	-11	-4	-1	-6	-2	-11	-2	17	-19	16	0
CNC(=O)c1ccc(NC(=O)CN2c3cccc4cccc(c34)S2(=O)=O)cc1	-8	25	-3	-6	-6	-33	-9	12	8	-4	-13
O=C(C(Cl)Cl)N1c2ccccc2OCC1c1ccccc1 (stereo not given)	14	17	36	2	5	32	22	22	17	-4	4
Cc1ccc(NC(=O)c2ccc([N+](=O)[O-])cc2)cc1S(=O)(=O)N(C)C	-15	-45	-9	-26	-6	-14	7	-41	-5	-16	3
CCOc1ccc(NC(=O)N(O)C2(C#N)CCCCC2)cc1	-23	-13	1	-13	3	-32	15	-13	1	-7	7
CCCCNC(=O)c1ccccc1NC(=O)C1=C(C)OCCS1	-18	9	-20	4	-5	12	-3	-10	12	-1	-3
CC1CC(C)CN(CCCNC(=O)c2ccc(CNS(=O)(=O)c3ccc(F)cc3)cc2)C1 (stereo not given)	13	9	-8	10	0	-10	-13	11	-6	-3	-2
O=C(CNC(=O)c1cccs1)N/N=C/c1ccc(O)cc1O	0	2	-6	-17	6	4	14	-17	-5	-11	-9
CC(C)=CCN1CCN(Cc2cccn2-c2ncccn2)CC1CCO (stereo not given)	8	-23	-13	1	1	13	2	2	5	4	-10
O=C(NC1CC2CCC(C1)N2C(=O)NCc1ccccc1)C1CC1 (stereo not given)	-6	-2	10	-5	4	-2	-20	14	13	-12	-3
COc1ccc2c(c1)cc(C)c1nnc(SCC(=O)N(C)c3nc(-c4ccccc4)cs3)n12	0	12	10	-17	10	-15	6	12	1	-12	1
Other records
SMILES	TROY NFkB inh	NR5A2 inv ag	Shn3 3UTR inh	NCOA1 inh	EBV LMP1 NFkB	TWEAK-Fn14 inh	C8 TRAIL sens	SRC3 inh	NR2F2 inh	CF NFkB inh	KKLEB cytotox
CCCCNC(=O)C(NC(=O)c1ccc(=O)[nH]c1)C(=O)c1ccccc1 (stereo not given)	-19	-9	-8	3	x	-6	-5	14	-10	-8	7
O=C(NCCn1cccn1)C1CCC(=O)N(CCc2ccccc2)C1 (stereo not given)	0	5	-9	2	3	-12	3	-8	-20	-1	20
O=C(Oc1ccc([N+](=O)[O-])cc1)c1ccc2ccccc2n1	-24	-1	-1	8	-9	6	-14	-8	11	3	3
CC(c1ccco1)N(C(=O)c1ccc(C#N)cc1)c1ccccn1 (stereo not given)	-35	-3	-23	-8	-4	6	-10	4	16	-13	-6
Cn1c(=O)c2c(ncn2CC(=O)N/N=C/C(Cl)=C/c2ccccc2)n(C)c1=O	13	19	-23	6	-3	-2	4	0	-6	3	-1
O=S(=O)(N=C1C=CC(=NS(=O)(=O)c2ccccc2)c2ccccc21)c1ccccc1	38	21	-5	-10	2	22	-2	-24	20	25	-8

Of the compounds above, these contain a cyano group.
SMILES	TROY NFkB inh	NR5A2 inv ag	Shn3 3UTR inh	NCOA1 inh	EBV LMP1 NFkB	TWEAK-Fn14 inh	C8 TRAIL sens	SRC3 inh	NR2F2 inh	CF NFkB inh	KKLEB cytotox
CCOc1ccc(NC(=O)N(O)C2(C#N)CCCCC2)cc1	-23	-13	1	-13	3	-32	15	-13	1	-7	7
CC(c1ccco1)N(C(=O)c1ccc(C#N)cc1)c1ccccn1 (stereo not given)	-35	-3	-23	-8	-4	6	-10	4	16	-13	-6
